# Source: PubChem BioAssay
# RNase H inhibition – RNase H inhibition, HIV 1 Gag Pol polyprotein, FRET biochemical assay, screening (AID 372); HIV-1 RT RNase H, FRET RNA/DNA substrate fluorescence; higher % means a stronger effect; actives 0.77% (n = 100,000); inhibition, % at 10 µM, or IC50 in µM where a hit was titrated; in the data active = inhibition above about 50%
# An asterisk follows results filed as active; & = joins results of further samples. A portion of the library (hit frequency here may not be typical).
SMILES,RNase H inhibition
CCOc1ccc(C(=O)Nc2ccc(C(=O)OC)cc2)cc1[N+](=O)[O-],7.0%
C/C(=N\Nc1nc(C)cc(-c2ccccc2)n1)c1cccc([N+](=O)[O-])c1,4.0%
CCOc1ccc(N=Cc2ccccc2C)cc1,0.0%
O=C1/C(=C\c2cc([N+](=O)[O-])c(Cl)cc2Cl)Sc2ccccc21,5.0%
C=CCSc1nc2c(c(=O)n1Cc1ccccc1)C1(CCCC1)Cc1ccccc1-2,8.0%
CC1(C)CC(NC(=O)/C=C/C(=O)O)CC(C)(C)N1,6.0%
COc1ccc(S(=O)(=O)N(CC(=O)Nc2ccc(Cl)cc2Cl)c2ccc(C)cc2)cc1OC,6.0%
O=C(Cc1ccccc1)NC1CCCCCC1,0.0%
CCOC(=O)c1ccc(NCC(CNC(C)=O)([N+](=O)[O-])[N+](=O)[O-])cc1,0.0%
C/C(=N\N1CCN(Cc2cccc3ccccc23)CC1)c1ccncc1,15.0%

# Looked up above.
# RNase H inhibition, `C=CCSc1nc2c(c(=O)n1Cc1ccccc1)C1(CCCC1)Cc1ccccc1-2` stands at 8.0%
# RNase H inhibition, `C/C(=N\N1CCN(Cc2cccc3ccccc23)CC1)c1ccncc1` stands at 15.0%
# RNase H inhibition, `CC1(C)CC(NC(=O)/C=C/C(=O)O)CC(C)(C)N1` stands at 6.0%
# RNase H inhibition, `O=C1/C(=C\c2cc([N+](=O)[O-])c(Cl)cc2Cl)Sc2ccccc21` stands at 5.0%
# RNase H inhibition, `C/C(=N\Nc1nc(C)cc(-c2ccccc2)n1)c1cccc([N+](=O)[O-])c1` stands at 4.0%

# More structures:
SMILES,RNase H inhibition
CCOC(=O)C1=C(C)N=c2s/c(=C\c3ccc(-c4ccc([N+](=O)[O-])cc4C)o3)c(=O)n2C1c1ccc(SC)cc1 (configuration not stated),14.0%
O=C(/C=C\Nc1ccccc1O)c1ccc(F)cc1,11.0%
O=C(CN(c1ccc(F)cc1)S(=O)(=O)c1ccccc1)N1CCCC1,2.0%
Cc1nc2cc(N3C(=O)c4ccccc4C3=O)ccc2s1,8.0%
O=C(NCc1ccccn1)c1ccc(I)cc1,0.0%
COc1ccc2c(c1)nc(SCC(=O)c1cccs1)n2C,6.0%
O=C(/C=C/c1ccc2c(c1)OCCO2)c1c(-c2ccccc2)c2cc(Br)ccc2[nH]c1=O,15.0%
CCOC(=O)/C(C#N)=C/c1cccc2ccccc12,24.0%
CN(C)c1ccc(NC(=O)c2ccc(I)cc2)cc1,3.0%
COc1ccc(CSc2nc3ccccc3n2C)cc1F,0.0%
CCc1ccc(N/C(=N/c2nc(C)cc(C)n2)NC(C)=O)cc1,10.0%
O=c1cc(-c2ccccc2)nc(NO)[nH]1,27.0%&4.0%
O=C(Cc1ccc([N+](=O)[O-])cc1)Nc1ccc2c(c1)OCO2,10.0%
CCCCCC(=O)N(CN1C(=O)c2ccccc2C1=O)c1cccc(C(=O)O)c1,0.0%
O=C(O)c1c2c(nc3ccccc13)CCCCCC2,0.0%
COc1cc(/C=C2\C(=O)NC(=S)N(c3ccc(Cl)cc3)C2=O)c([N+](=O)[O-])cc1OC,4.0%
O=C(COc1ccc([N+](=O)[O-])cc1)Nc1ccc(-c2nc3ccccc3s2)c(O)c1,35.0%
CC(C)CC(=O)NS(=O)(=O)c1ccc(N)cc1,0.0%
CCC(C)c1ccc(NC(=O)c2c(-c3c(Cl)cccc3Cl)noc2C)cc1 (configuration not stated),17.0%
Cc1ccc(CNC(=O)CN(c2cc(C)cc(C)c2)S(=O)(=O)c2ccc(C)cc2)cc1,34.0%
Brc1ccccc1CN1CCc2c([nH]c3ccccc23)C1,5.0%
CN1CCN(C(=O)C(F)(F)C(F)(F)OC(F)(F)F)CC1,7.0%
O=C(N/N=C/c1ccc(OCc2ccccc2)cc1)c1cccc(Cl)c1,12.0%
COc1ccc(C(=O)N2CCN(C(=O)c3ccccc3OC)CC2)cc1OC,2.0%
Cc1ccc2oc(-c3cccc(NC(=O)c4cccc([N+](=O)[O-])c4C)c3C)nc2c1,6.0%
COc1ccc(-c2cc(C(F)(F)F)n3nc(C(N)=O)cc3n2)cc1,10.0%
Cc1cc(C)c(COCc2c(C)cc(C)c(C=O)c2C)c(C)c1C=O,6.0%
CC1=C(C#N)C(c2cccc(Cl)c2Cl)C2=C(CC(C)(C)CC2=O)N1 (configuration not stated),0.0%
O=C(Nc1ccc(-c2nc3ccccc3o2)c(O)c1)c1ccc(-c2cccc([N+](=O)[O-])c2)o1,15.0%
CCN(CC)C(=O)C12CC3CC(C1)C(=O)C(C3)C2,4.0%
CC1=C(C(=O)OC2CCCCCCC2)C(c2ccc(O)cc2)NC(=O)N1 (configuration not stated),43.0%
O=C(Nc1ccc(F)cc1F)c1ccc(Cl)c([N+](=O)[O-])c1,7.0%
O=C(NCCN1CCCCC1)c1cc2ccccc2o1,0.0%
Cc1cc(OCC(=O)Nc2cccc(Br)c2)cc(C)c1Cl,10.0%
CCCc1ncc(C(O)c2ccc(OC)c(OC)c2)n1C (configuration not stated),3.0%
COc1cc(NC(=S)NC(=O)c2cccc(Cl)c2)ccc1NC(=O)c1cc2ccccc2o1,11.0%
CCOc1ccc(S(=O)(=O)N(CC(N)=O)c2ccc(C)cc2)cc1,6.0%
CCOC(=O)C1=C(C)N=c2s/c(=C/c3ccc(-c4ccc([N+](=O)[O-])cc4Cl)o3)c(=O)n2C1c1ccc(N(C)C)cc1 (configuration not stated),16.0%
CS(=O)(=O)N(CC(=O)Nc1cccc2ccccc12)c1ccc(Cl)cc1,10.0%
CCC(Oc1ccc(Br)cc1)C(=O)NN (configuration not stated),17.0%
O=C(COc1ccc([N+](=O)[O-])cc1)Nc1ccc2oc(-c3ccccc3F)nc2c1,49.0%
Cc1sc2ncnc(Nc3cccc(Cl)c3)c2c1C,13.0%
CCOCCOC(=O)C1=C(C)NC2=C(C(=O)CCC2)C1c1cccc(Br)c1 (configuration not stated),6.0%
Cn1c(SC(c2ccccc2)c2ccccc2)nc2ccccc21,18.0%
CCN(CC)C(=O)C(NC(=O)c1ccc([N+](=O)[O-])cc1)C12CC3CC(CC(C3)C1)C2 (configuration not stated),15.0%
C=CCn1c(=N)n(CC(O)C(C)(C)C)c2ccccc21 (configuration not stated),13.0%
Cc1ccc(-c2nc3ccccc3s2)cc1NC(=O)c1ccc([N+](=O)[O-])cc1Cl,0.0%
COc1cc2ccccc2cc1C(=O)Nc1cccc(-c2nc3cc(C)cc(C)c3o2)c1C,5.0%
CC(C)(C)c1ccc(-c2csc(N)n2)cc1,3.0%
Cc1nnc(NC(=O)c2cccc(F)c2)s1,0.0%
# Next section.
SMILES,RNase H inhibition
COc1cc(C)c(CNc2cccc(C)c2)cc1C,19.0%
CC(C)c1ccc(N2C(=O)NC(=O)/C(=C/c3ccc(F)cc3)C2=O)cc1,3.0%
CC(=O)C1=C(C)NC(SCC(=O)c2ccc(-c3ccccc3)cc2)=C(C#N)C1c1ccc(F)cc1 (configuration not stated),11.0%
Cc1ccc([N+](=O)[O-])cc1NS(=O)(=O)c1ccccc1,12.0%
COC(=O)c1c(NC(=O)/C=C/c2ccccc2)sc2c1C(C(=O)OC)CC2 (configuration not stated),10.0%
c1ccc(-c2nnc(SC3CCCC3)nc2-c2ccccc2)cc1,18.0%
O=C(N/N=C/c1ccc2ccccc2c1)c1cccc(F)c1,4.0%
O=C1N=C(N2CCCCC2)S/C1=C/c1ccc(Br)cc1,0.0%
COc1ccc(CC2S/C(=N\N=C\c3cccs3)NC2=O)cc1 (configuration not stated),2.0%
COc1ccc(N(CC(=O)N/N=C/c2ccc(Cl)cc2)S(=O)(=O)c2ccccc2)cc1,1.0%

# An excerpt from above in order of count of non-hydrogen atoms, lowest first:
SMILES,RNase H inhibition
COc1ccc(CC2S/C(=N\N=C\c3cccs3)NC2=O)cc1 (configuration not stated),2.0%
CC(C)c1ccc(N2C(=O)NC(=O)/C(=C/c3ccc(F)cc3)C2=O)cc1,3.0%
CC(=O)C1=C(C)NC(SCC(=O)c2ccc(-c3ccccc3)cc2)=C(C#N)C1c1ccc(F)cc1 (configuration not stated),11.0%

# The list goes on.
SMILES,RNase H inhibition
CC(C)C(NC(N)=O)c1ccccc1 (configuration not stated),5.0%
CCOc1ccc(C(=O)Nc2cc(Cl)ccc2C(=O)O)cc1,17.0%
CCOC(=O)COc1ccc(C=O)cc1OCC,0.0%
Cc1ccc2[nH]c3nc(N/N=C/C=C/c4ccco4)nnc3c2c1,11.0%
Cc1cc2nc(-c3cccc(NC(=O)c4ccc(Br)o4)c3)oc2cc1C,10.0%
CN1C(=O)C(=Cc2cn(CC(=O)Nc3ccccc3)c3ccccc23)C(=O)N(C)C1=O,0.0%
Cc1cc2nc(-c3cccc(NC(=O)c4ccc(Cl)cc4)c3)oc2cc1C,0.0%
CCOC(=O)CCN1C(=O)/C(=C\c2cc(OC)c(OC)c(OC)c2)SC1=S,6.0%
CC(C)c1ccc(NC(=O)/C=C/c2ccc([N+](=O)[O-])cc2)cc1,7.0%
C/C=C/c1ccc(OCCOCCOc2ccccc2I)c(OC)c1,15.0%
CCc1ccc(C2C(C(=O)OCCOc3ccccc3)=C(C)NC3=C2C(=O)CC(c2ccccc2)C3)cc1 (configuration not stated),15.0%
CN(C)CC(=O)c1ccc(-c2ccccc2)cc1,4.0%
Cc1cccc(OCC(O)CN2C(=O)NC(C)(C)C2=O)c1 (configuration not stated),14.0%
COc1ccc(N(CC(=O)Nc2c(C)cccc2C)S(=O)(=O)c2ccccc2[N+](=O)[O-])c(OC)c1,12.0%
CC(C)Nc1nc(-c2ccc(Cl)cc2Cl)nc2ccccc12,6.0%
Cc1ccc(C2=NN(c3ccc(/C=N/NC(=O)c4ccccc4[N+](=O)[O-])cc3)C(c3ccc(Cl)cc3)C2)cc1 (configuration not stated),37.0%
CCCC1=C(C(=O)OCC)C(c2cc(OC)ccc2OC)n2c(s/c(=C\c3ccncc3)c2=O)=N1 (configuration not stated),38.0%
O=C(Nc1ccc(Cl)c(Cl)c1)Nc1nnc(-c2ccccc2I)s1,35.0%
CCc1ccccc1N(CC(=O)Nc1ccccc1Cl)S(C)(=O)=O,1.0%
CC(=O)N1c2ccccc2C(C)CC12CCCCC2 (configuration not stated),1.0%
C=CCN1C(=O)/C(=C\c2ccc(Br)c([N+](=O)[O-])c2)SC1=S,6.0%
Cc1ccc(OCCOCCOc2cccc3cccnc23)cc1,22.0%
Cc1ccccc1NC(=O)c1cnccn1,11.0%
COc1ccc(C(=O)NCc2ccccn2)cc1[N+](=O)[O-],1.0%
COc1ccc(OCC(=O)N2CCN(C(=O)c3cccc4ccccc34)CC2)cc1,11.0%
O=[N+]([O-])c1cc([N+](=O)[O-])c2nonc2c1Nc1cc(C(F)(F)F)ccc1Cl,4.0%
CC(C)Oc1ccccc1NC(=O)CSCC(=O)Nc1ccc2ccccc2c1,23.0%
Nc1ccc(S(=O)(=O)Nc2nccc(/C=C/c3ccc(Cl)cc3)n2)cc1,8.0%
c1ccc(CCCN2CCN(Cc3cccnc3)CC2)cc1,5.0%
COc1ccc(C(=O)c2ccc(N3CCN(C(=O)c4ccc(F)c(F)c4)CC3)c(F)c2)cc1Br,1.0%

# 5 records picked at random from those above:
SMILES,RNase H inhibition
Cc1ccc(OCCOCCOc2cccc3cccnc23)cc1,22.0%
c1ccc(CCCN2CCN(Cc3cccnc3)CC2)cc1,5.0%
Cc1ccccc1NC(=O)c1cnccn1,11.0%
C=CCN1C(=O)/C(=C\c2ccc(Br)c([N+](=O)[O-])c2)SC1=S,6.0%
Nc1ccc(S(=O)(=O)Nc2nccc(/C=C/c3ccc(Cl)cc3)n2)cc1,8.0%

# Following part
SMILES,RNase H inhibition
Cc1ccc(N2C(=O)C3C4C=CC(CC4)C3C2=O)c([N+](=O)[O-])c1 (configuration not stated),8.0%
Cc1ccccc1SCCNC(=O)c1ccccc1I,0.0%
O=C(Nc1cc(Cl)ccc1Cl)c1cnccn1,21.0%
COc1cc(CNC2C3CC4CC(C3)CC2C4)c([N+](=O)[O-])cc1OC (configuration not stated),6.0%
O=S(=O)(Nc1ccc2oc(-c3ccccc3F)nc2c1)c1ccccc1,16.0%
Cc1cc(OCC(=O)NCc2ccc(F)cc2)cc(C)c1Cl,9.0%
CC(CNC(=O)/C=C/c1ccco1)NC(=O)/C=C/c1ccco1 (configuration not stated),6.0%
CCOC(=O)/C(C#N)=C\c1c(C)cc(C)c(C(Cl)Cl)c1C,0.0%
O=C(CN1CCCCCCC1)N/N=C/c1ccsc1,12.0%
Cc1ccc(S(=O)(=O)Nc2ccc(S(=O)(=O)N3CCOCC3)cc2)cc1[N+](=O)[O-],0.0%
CCOc1ccc(N2C(=O)NC(=O)/C(=C\c3ccc(OCc4cccc(C(=O)O)c4)cc3)C2=O)cc1,14.0%
COc1cc(C(=O)NC(=S)Nc2ccc3oc(-c4ccc(Cl)cc4)nc3c2)cc(OC)c1OC,10.0%
O=C1NC(=O)N(c2ccccc2)C(=O)/C1=C\c1ccc(-c2ccc([N+](=O)[O-])cc2Cl)o1,19.0%
COc1cc(C=O)ccc1OCCOc1ccc(Cl)cc1,7.0%
Cc1nnc(NC(=O)c2cccnc2)s1,7.0%
CCOC(=O)c1c(C)nc2cc(C)ccn12,10.0%
COc1ccc(OCC(=O)N=Nc2c(O)n(C)c3c(C)cccc23)c(Br)c1,4.0%
COn1c(=O)c(=O)n(OCc2ccccc2)c2ccccc21,20.0%
Cc1nn(C(=O)c2ccco2)c(C)c1Sc1ccc(Cl)cc1,12.0%
CC(C)(C)C(=O)NNC(=O)C(=O)N1CCOCC1,12.0%
Cc1ccc(-c2nnc3ccc4ccccc4n23)cc1,0.0%
COc1ccc(N2C(=O)NC(=O)/C(=C/c3cc(Cl)cc(OC)c3O)C2=O)cc1,12.0%
COc1ccc(NC(=O)C2(c3ccccc3)CC2(Cl)Cl)cc1 (configuration not stated),9.0%
CCOc1cc(C=O)c(Br)cc1OC,7.0%
COc1cccc(C(=O)N2CCN(Cc3cccc(Cl)c3)CC2)c1,8.0%
O=C(NC(=S)N1CCSCC1)c1ccco1,19.0%
COc1ccc(Cl)cc1C(=O)N(C)c1ccccc1,0.0%
CC(C)c1ccc(NC(=O)C(=O)NCc2ccco2)cc1,2.0%
Oc1ccc(/C=N\Nc2nc(-c3ccccc3)cc(-c3ccc(F)cc3)n2)cc1,4.0%
O=C(/C=C/Nc1ccccn1)c1ccc(Cl)s1,4.0%
